# WRN inhibitor: WRN helicase (human) inhibition. Q14191. Potency, µM (series often up to 114 µM), for inactives: at the highest dose activity change, negative = inhibition, most hits filed as inhibitors. 0.46% of 360,000 active. WRN helicase unwinding, fluorescent forked duplex, kinetic; also: potency is read from the fitted curve at half-maximal effect; % is scaled to controls: 0 for no effect and ±100 for the full control effect; nearly all actives have a fitted effect of over 55% in size
# Target sequence (Q14191 whole entry, looked up): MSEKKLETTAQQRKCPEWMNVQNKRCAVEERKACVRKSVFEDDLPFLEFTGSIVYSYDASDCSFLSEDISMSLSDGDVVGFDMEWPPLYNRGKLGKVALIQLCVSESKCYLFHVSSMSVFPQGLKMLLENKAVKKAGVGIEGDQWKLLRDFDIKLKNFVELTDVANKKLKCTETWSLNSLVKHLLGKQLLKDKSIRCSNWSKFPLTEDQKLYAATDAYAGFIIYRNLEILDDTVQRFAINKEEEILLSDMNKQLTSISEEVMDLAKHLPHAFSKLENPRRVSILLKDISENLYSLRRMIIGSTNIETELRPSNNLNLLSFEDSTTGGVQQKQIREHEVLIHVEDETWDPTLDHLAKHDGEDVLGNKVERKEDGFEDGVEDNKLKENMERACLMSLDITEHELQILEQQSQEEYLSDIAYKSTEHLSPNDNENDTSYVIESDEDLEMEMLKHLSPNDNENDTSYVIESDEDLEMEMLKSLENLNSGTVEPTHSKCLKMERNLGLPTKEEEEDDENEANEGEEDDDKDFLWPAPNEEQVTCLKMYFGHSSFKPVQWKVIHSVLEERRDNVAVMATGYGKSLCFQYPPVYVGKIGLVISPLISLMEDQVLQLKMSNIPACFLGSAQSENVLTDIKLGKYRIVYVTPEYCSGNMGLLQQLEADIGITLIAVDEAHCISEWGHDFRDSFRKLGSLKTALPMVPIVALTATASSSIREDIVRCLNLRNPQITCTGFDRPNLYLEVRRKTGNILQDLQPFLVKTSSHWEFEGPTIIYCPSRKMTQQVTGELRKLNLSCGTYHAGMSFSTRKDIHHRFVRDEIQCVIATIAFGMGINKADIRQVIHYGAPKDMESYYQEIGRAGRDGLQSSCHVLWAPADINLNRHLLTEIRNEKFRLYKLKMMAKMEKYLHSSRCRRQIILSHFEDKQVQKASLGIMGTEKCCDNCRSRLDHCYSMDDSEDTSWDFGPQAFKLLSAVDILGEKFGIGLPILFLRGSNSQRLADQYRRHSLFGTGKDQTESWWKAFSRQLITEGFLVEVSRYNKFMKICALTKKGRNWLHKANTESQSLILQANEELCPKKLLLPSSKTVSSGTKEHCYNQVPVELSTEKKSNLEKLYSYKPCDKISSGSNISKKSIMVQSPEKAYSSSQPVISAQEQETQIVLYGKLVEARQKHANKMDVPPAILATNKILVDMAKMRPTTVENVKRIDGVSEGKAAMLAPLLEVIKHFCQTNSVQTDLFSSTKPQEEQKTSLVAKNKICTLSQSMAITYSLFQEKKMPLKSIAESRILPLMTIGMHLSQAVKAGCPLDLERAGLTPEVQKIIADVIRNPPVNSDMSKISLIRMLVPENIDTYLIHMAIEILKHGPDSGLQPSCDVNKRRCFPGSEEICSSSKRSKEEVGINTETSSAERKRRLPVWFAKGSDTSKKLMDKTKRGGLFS
#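 Kinetic red-fluorescence monitoring (525/598 nm) tracks WRN helicase activity after 100 nM fluorophore-quencher forked duplex and 2 mM ATP are added to 20 nM enzyme pretreated 15 min at room temperature with compound.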
# HT1080 IDH1KD tx: toxicity to HT-1080 IDH1 knockdown cells (counter line). HT-1080 IDH1 knockdown viability, ATP luminescence, 48 h. 2% of 360,000 active. Potency, µM (series often up to 46.1 µM), for the others: at the highest dose activity, negative = toxicity, actives largely listed as cytotoxic;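 also: potency is read from the fitted curve at half-maximal effect; 0% = DMSO wells and -100% = cell-free medium wells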
#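 Knockdown cells (IDH1KD HT-1080) received compounds 2 h after plating at 750 cells/well and were kept 48 h at 37 °C in 5% FBS RPMI. A CellTiter-Glo luminescence read gave % activity for curve fitting.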
# MCF10A rerep: induces DNA re-replication in MCF 10a normal breast cells; MCF 10A DNA re-replication, Hoechst nuclear intensity, 48 h; Potency, µM (titrated, usually from 46.1 µM), inactives show top-dose activity, positive = re-replication, actives largely listed as activators; 2.9% of 350,000 active; AID 624296; also: potency is read from the fitted curve at half-maximal effect; % of control where 0% means no effect; nearly all actives have a fitted effect of over 50% in size
# KB-3-1 tox: KB-3-1 parental cell cytotoxicity. KB-3-1 viability, CellTiter-Glo ATP luminescence, 72 h. Potency, µM (highest dose often 46.1 µM), for inactives: at the highest dose activity change, negative = cytotoxic, actives largely listed as cytotoxic. 1.4% of 400,000 active; also: potency is read from the fitted curve at half-maximal effect; % is scaled to controls: 0 for no effect and ±100 for the full control effect; nearly all actives have a fitted effect of over 60% in size
#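 Parental KB-3-1 adenocarcinoma cells in phenol-red-free DMEM with 10% FBS were pin-treated with compounds at several concentrations, incubated 72 h at 37 °C, and viability read by CellTiter-Glo luminescence; concentration-effect curves were fitted after normalization.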
# IL-1B inflam inh: inhibitors of inflammasome signaling (IL-1 beta secretion); AID 743279; activity change, % at 57.5 µM; THP-1 LPS/ATP IL-1B secretion, AlphaLISA, 16 h; stronger effect = lower value; 4.7% of 360,000 active; in the data active = activity change below about -50%; inconclusive = mostly about -30% to -49%; also: % is scaled to controls: 0 for no effect and ±100 for the full control effect
#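 THP-1 cells pretreated 1 hr with compounds (up to 57.5 uM final), then stimulated with LPS (250 ng/mL final) plus ATP (1.25 mM final); secreted IL-1B measured by AlphaLISA after 16 hr, decreased signal indicating inhibition.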
# SW480 rereplic: inducers of DNA re-replication in SW480 colon cancer cells. SW480 DNA re-replication, Hoechst DNA content imaging, 48 h. Potency, µM (titrated, usually from 46.1 µM), for the others: top-dose re-replication activation, usual class: activators. 1.8% of 340,000 active; also: potency is read from the fitted curve at half-maximal effect; % of control where 0% means no effect; nearly all actives have a fitted effect of over 55% in size
#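 Quantitative HTS format with DMSO vehicle controls; 48 hr drug incubation at 37 C, then 40 min Hoechst staining and scanning imager measurement at 405 nm excitation.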
# HT1080-NT tox: kills 2HG-producing HT-1080-NT fibrosarcoma cells; HT-1080-NT fibrosarcoma viability, CellTiter-Glo ATP luminescence, 48 h; Potency, µM (titrated, usually from 46.1 µM), for the others: top-dose activity, negative = less viability, most hits filed as cytotoxic; 1.6% of 360,000 active; AID 686970;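 also: NT is the 2HG producing partner of a matched IDH1 knockdown line; potency is read from the fitted curve at half-maximal effect; 0% = DMSO-treated cells and -100% = media-only wells without cells; nearly all actives have a fitted effect of over 55% in size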
#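 Compounds were tested in concentration-response format on HT-1080-NT cells for 48 hours at 37 degrees C. Cell viability came from CellTiter-Glo luminescence; curves were classified by r2, response magnitude and activity.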
# KB-V1 MDR tox: KB-V1 MDR subline cytotoxicity | AID 1347076 | 3.4% of 400,000 active | Potency, µM (highest dose often 46.1 µM), without a hit: at the highest dose activity change, negative = cytotoxicity, hits mostly cytotoxic | KB-V1 MDR cells viability, CellTiter-Glo, 72 h; also: potency is read from the fitted curve at half-maximal effect; % is scaled to controls: 0 for no effect and ±100 for the full control effect; nearly all actives have a fitted effect of over 60% in size
#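 KB-V1 cells (P-gp-expressing MDR subline of KB-3-1) in phenol-red-free DMEM with 10% FBS were exposed to library compounds over a concentration series for 72 h at 37 degrees C. Viability read by CellTiter-Glo luminescence; concentration-effect curves fitted after normalization.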
# ATXN2 expr inh: reduces ATXN2 reporter expression in HEK-293 cells; HEK-293 ATXN2-luciferase reporter, luminescence, 24 h; Potency, µM (highest dose often 57 µM), inactives show top-dose activity change, negative = inhibition, usual class: inhibitors; 0.72% of 360,000 active; also: potency is read from the fitted curve at half-maximal effect; % is scaled to controls: 0 for no effect and ±100 for the full control effect; nearly all actives have a fitted effect of over 55% in size
#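 ATXN2-luciferase reporter cells (luciferase flanked by upstream and downstream ATXN2 gene portions) were treated 24 h at 37 °C with compounds at up to 57 uM. SteadyGlo luminescence gave expression; GF-AFC fluorescence gave viability.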
# Active calls of the source: *; ? = inconclusive; · = no result given; & = joins results of further samples; [ ] = dose if it differs, or a comment. Unless noted, calls follow the shape of the dose curve; as a rule, active = well fitted curve in the direction sought with a large enough effect; inconclusive = small, poorly fitted or top-dose-only effect, or another doubt; inactive = no such curve, though single readings can be large; an effect the other way counts as inactive or inconclusive.
SMILES,WRN inhibitor,HT1080 IDH1KD tx,MCF10A rerep,KB-3-1 tox,IL-1B inflam inh,SW480 rereplic,HT1080-NT tox,KB-V1 MDR tox,ATXN2 expr inh
Cc1nn(CC(=O)N2CCN(Cc3ccccc3)CC2)c(=O)c2ccccc12,0%,15%,-8%,0%,-18,0%[9.22 µM],8%,-11%,6%
Cc1c(Cl)cccc1NC(=O)NCc1ccccn1,-4%,17%,-34%,13%,?,-9%,24%,29%,2%
O=C(CSC1=NS(=O)(=O)c2cc(F)ccc2N1)NCc1ccccc1Cl,-1%,0%,1%,-5%,0,-5%,-1%,2%,4%
COc1ccc(Cl)cc1NC(=O)CSc1nc(NS(=O)(=O)c2ccc(C)cc2)cc(=O)[nH]1,-2%,-10%,1%,?,30,0%,-1%,?,-17%
O=C(O)c1ccccc1C(=O)OCC1CCC(=NO)CC1 (stereo not drawn),10%,1%,·,-3%,5,·,-1%,22%,·
CCc1cc(C(=O)N2CCCc3ccccc32)sc1C,6%,10%,-11%,8%,12,4%,6%,6%,2%
CC(C)CNC(=O)COC(=O)c1ccc2c(c1)C(=O)N(Cc1ccco1)C2=O,2%,13%,?,10%,37,4%,-1%,-11%,3%
COc1ccc(/C=C(\NC(=O)c2ccc(C)cc2)C(=O)Nc2ccc(C(=O)O)cc2)cc1,-14%,10%,-8%,10%,-23,-7%,5%,16%,22%
CN1CC(=O)N/C1=N\C(=O)Nc1ccc2c(c1)N(C)C(=O)CS2,-6%,8%,?,9%,2,?,9%,-3%,1%
CCOC(=O)c1[nH]c(C)c(C(=O)Nc2ccc(C)c(Cl)c2)c1C,0%,13µM*,21µM*,?,0,?,0%[9.24 µM],3%,0%
COc1ccc(/C=C2\N=C(C)N(c3ccc(C(=O)O)cc3)C2=O)cc1OC,-2%,5%,9%,16%,11,-11%,5%,0%,-4%
CC(C)[C@H](NC(=O)c1ccccc1Cl)C(=O)OCC(=O)N1CCCCC1,-16%,-2%,-8%,·,6,5%,-2%,·,32%[activator]
Cc1ccc(C)c(-c2cc(C(=O)Nc3sc(C)c(C)c3C(N)=O)c3ccccc3n2)c1,-10%,?,?,?,?,22%,?,4.1µM*,?
Cc1cccc2nc(CSc3nc4[nH]ncc4c(=O)n3-c3ccccc3Cl)cc(=O)n12,-9%,-11%,6%&-32%,?,-6,2%&-4%,-12%,?,-7%
CN(C)c1ccc(P(=O)(OCc2ccccc2)C(O)c2ccc(Cl)cc2)cc1 (stereo not drawn),5%,-18%,6%,0%,-23,0%,-13%,-16%,32%
COc1cccc(NC(=O)Cn2c(=O)n(CCC(=O)NCc3ccco3)c(=O)c3ccccc32)c1,3%,2%,2%,-2%,-1,?,4%,-3%,·
COc1ccc(-c2noc(CCC(=O)NCCc3ccccc3)n2)cc1,3%,0%,8%,7%,19,0%,2%,4%,2%
O=C(NCc1ccco1)Oc1ccccc1,5%,-20%,-18%,-2%,27,0%,11%,18%,35%
CC(NC(=O)NC(N)=O)(C(F)(F)F)C(F)(F)F,0%,10%,-9%,6%,11,0%,-2%,2%,1%
Brc1ccc2nc(-c3ccco3)c(CC3CCCCC3)n2c1,?,?,·,0%,-5,·,-25%,14%,-5%

# Six compounds drawn at random from the list so far:
SMILES,WRN inhibitor,HT1080 IDH1KD tx,MCF10A rerep,KB-3-1 tox,IL-1B inflam inh,SW480 rereplic,HT1080-NT tox,KB-V1 MDR tox,ATXN2 expr inh
Cc1cccc2nc(CSc3nc4[nH]ncc4c(=O)n3-c3ccccc3Cl)cc(=O)n12,-9%,-11%,6%&-32%,?,-6,2%&-4%,-12%,?,-7%
COc1cccc(NC(=O)Cn2c(=O)n(CCC(=O)NCc3ccco3)c(=O)c3ccccc32)c1,3%,2%,2%,-2%,-1,?,4%,-3%,·
O=C(NCc1ccco1)Oc1ccccc1,5%,-20%,-18%,-2%,27,0%,11%,18%,35%
CN1CC(=O)N/C1=N\C(=O)Nc1ccc2c(c1)N(C)C(=O)CS2,-6%,8%,?,9%,2,?,9%,-3%,1%
CC(C)CNC(=O)COC(=O)c1ccc2c(c1)C(=O)N(Cc1ccco1)C2=O,2%,13%,?,10%,37,4%,-1%,-11%,3%
Cc1ccc(C)c(-c2cc(C(=O)Nc3sc(C)c(C)c3C(N)=O)c3ccccc3n2)c1,-10%,?,?,?,?,22%,?,4.1µM*,?

# (further entries)
SMILES,WRN inhibitor,HT1080 IDH1KD tx,MCF10A rerep,KB-3-1 tox,IL-1B inflam inh,SW480 rereplic,HT1080-NT tox,KB-V1 MDR tox,ATXN2 expr inh
CN1C(=O)CC(Sc2ccccc2C(=O)O)C1=O (stereo not drawn),-5%,-9%,?,-2%,12,?,5%[9.24 µM],19%,-5%
CCN(Cc1ccncc1)Cc1ccc(OC)c(OC)c1,-2%,8%,13%,12%,?,-56%[inhibitor],-2%,2%,-12%
COc1ccc(F)cc1-c1cc(NC=O)c2ncc(-c3cc(OC)c(OC)c(OC)c3)n2c1,-10%,?,·,?,121,·,?,6.5µM*,?
CSc1cccc(NS(=O)(=O)c2ccc(C(C)=O)cc2)c1,-2%,1%,0%,?,22,?,?,-20%,-6%
Cn1c(=O)oc2cc(S(=O)(=O)N3CCOCC3)ccc21,0%,6%,-3%,5%,10,1%,5%,?,2%
Cc1ccc(S(=O)(=O)NCc2ccccc2NS(=O)(=O)c2ccc(C)cc2)cc1,1%,-26%,·,1%,8,·,-24%,?,·
NC(=O)c1ccc(NC(=O)COC(=O)C2(c3ccccc3F)CCCC2)cc1,-3%,5%,-4%,-1%,-23,-17%,2%,4%,0%
O=C1CCc2cc(S(=O)(=O)N3CCC(C(=O)Nc4nccs4)CC3)ccc2N1,-3%,1%,0%,-30%,4,-1%,-5%,8%,-2%
CCn1c(SCc2ccccc2)nc2cc(OC)c(OC)cc2c1=O,10%,-15%,?,11%,-18,5%,-9%,?,·
COC(=O)[C@H](CCSC)NS(=O)(=O)c1ccccc1Br,10%,1%,5%,2%,19,3%,6%,-3%,-3%

# Four compounds from above, reduced to WRN inhibitor, HT1080 IDH1KD tx and IL-1B inflam inh.
Molecule,WRN inhibitor,HT1080 IDH1KD tx,IL-1B inflam inh
CCN(Cc1ccncc1)Cc1ccc(OC)c(OC)c1,-2%,8%,?
COc1ccc(F)cc1-c1cc(NC=O)c2ncc(-c3cc(OC)c(OC)c(OC)c3)n2c1,-10%,?,121
CSc1cccc(NS(=O)(=O)c2ccc(C(C)=O)cc2)c1,-2%,1%,22
Cn1c(=O)oc2cc(S(=O)(=O)N3CCOCC3)ccc21,0%,6%,10

# The list continues.
SMILES,WRN inhibitor,HT1080 IDH1KD tx,MCF10A rerep,KB-3-1 tox,IL-1B inflam inh,SW480 rereplic,HT1080-NT tox,KB-V1 MDR tox,ATXN2 expr inh
c1ccc(-c2nc(NCc3cccs3)c3ccccc3n2)cc1,-21%,?,21%,2%,-7,-7%,?,14%,-8%
N#C/C(=C\c1ccc(Cl)cc1)c1n[nH]c(Cn2cncn2)n1,-16%,-6%,-2%,-1%,-8,1%,-4%,?,0%
Cc1[nH]c(C)c(S(=O)(=O)N2CCC(C)CC2)c1C(=O)N1CCCC1,0%,7%,7%,-10%,-16,-7%,13%,-2%,4%
CCOC(=O)c1ccc(CC2S/C(=C(\C#N)C(C)=O)NC2=O)cc1 (stereo not drawn),-5%[57.1 µM],?,?,?,16,-2%,-1%,-5%,15%
O=C(NCC(=O)N(CC1CCCO1)C(C(=O)NC1CCCCC1)c1ccccc1)c1cccs1 (stereo not drawn),-6%,4%,3%,-8%,-9,-2%,6%,?,-6%
CC(C)n1c(SC2CCOC2=O)nc2ccccc21 (stereo not drawn),0%,6%,-3%,1%,31,-2%,6%,-4%,1%
Cc1ccc(CN(C)c2ccc(S(=O)(=O)N3CCCC3)cn2)cc1,-3%,-23%,-17%,-1%,-21,?,-18%,-11%,2%
O=S(=O)(Nc1ccc(N=Nc2ccccc2)cc1)c1ccccc1,-15%,-15%,?,-10%,-88*,0%,15%,3.3µM*,?
CC([NH2+][O-])C(C)(C)NO (stereo not drawn),-10%,11%,-3%,1%,6,-1%,15%,5%,2%
Cc1ccc(S(=O)(=O)N2CCCOC2CNC(=O)C(=O)NCCCn2ccnc2)cc1 (stereo not drawn),12%,12%,2%,8%,-16,0%,12%,1%,-1%
CCCC(=O)NC1CCCc2c1cnn2-c1ccc(C)c(C)c1 (stereo not drawn),9%,-1%,7%,-10%,-4,-3%,-1%,?,·
CN(C)C(=O)c1ccc(NC(=O)COC(=O)CC23CC4CC(CC(Br)(C4)C2)C3)cc1,4%,4%,-16%,10%,37,-25%,6%,14%,1%
CC(=NCc1ccccc1)c1ccc(O)cc1O,11%,1%,·,-9%,-16,·,-9%,4%,·
Cc1ccc(C)c(S(=O)(=O)N2C(=S)NC(=O)C2CC(C)C)c1 (stereo not drawn),-6%,-3%,?,-3%,35,-8%,-2%,-4%,-7%
C[C@@H](C(=O)N[C@@H](Cc1ccccc1)C(=O)O)n1nnc2ccccc2c1=O,4%,0%,-6%,0%,-17,-2%,3%,-5%,-19%
Cc1ccc(NC(=S)N(CCN2CCOCC2)Cc2cc3cc4c(cc3[nH]c2=O)OCO4)cc1,-2%,15%,6%,0%,2,-44%[inhibitor],14%,-10%,·
N#Cc1ccsc1NC(=O)COC(=O)CCCSc1nc2ccccc2s1,-27%,-1%,5%,-3%,34,-3%,2%,3%,-36%
COC(=O)CC1C(=O)NCCN1C(=S)Nc1cc(C)cc(C)c1 (stereo not drawn),9%,14%,2%,12%,3,-1%,21%,-18%,7%

# Assay outcomes as filed in PubChem BioAssay.

# Compounds as they come; any-hit rate near 12%.
